Screening data (PubChem BioAssay)
GLP-1R inv ag – acts as inverse agonist at human GLP-1 receptor; P43220; HEK293 GLP-1R CRE-luciferase, luminescence, 24 h; GLP-1R form is constitutively active; Potency, µM (doses to about 38.3 µM), inactives show at the top dose activity change, negative = inhibition, actives largely listed as inhibitors; 1.6% of 410,000 active; note: potency is the fitted concentration of half-maximal effect; % is set by controls: 0 for no effect and ±100 for the full control effect; nearly all actives have a fitted effect of over 55% in size
Target sequence (P43220 whole entry, looked up): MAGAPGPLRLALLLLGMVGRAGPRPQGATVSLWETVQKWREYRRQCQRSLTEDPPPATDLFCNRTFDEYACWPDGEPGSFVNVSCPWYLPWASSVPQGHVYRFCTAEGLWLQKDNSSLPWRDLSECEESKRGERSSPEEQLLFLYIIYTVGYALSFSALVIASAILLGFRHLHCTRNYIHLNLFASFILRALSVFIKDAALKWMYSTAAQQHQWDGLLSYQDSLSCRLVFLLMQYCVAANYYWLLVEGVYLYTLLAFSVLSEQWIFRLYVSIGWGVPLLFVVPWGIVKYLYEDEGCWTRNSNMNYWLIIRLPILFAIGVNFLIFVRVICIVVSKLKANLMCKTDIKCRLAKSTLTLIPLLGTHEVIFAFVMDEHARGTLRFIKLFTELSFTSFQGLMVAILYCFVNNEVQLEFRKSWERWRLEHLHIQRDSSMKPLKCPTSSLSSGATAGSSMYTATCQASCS
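GLP-1R inverse agonism mode: basal reporter luminescence in engineered HEK293 cells measured after one day of compound exposure at 37 deg C, with a 12 min room-temperature detection step.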
WRN helicase inh – WRN helicase (human) inhibition; Q14191; WRN helicase unwinding, fluorescent forked duplex, kinetic; Potency, µM (titrated, usually from 114 µM), without a hit: at the highest dose activity change, negative = inhibition, most hits filed as inhibitors; 0.46% of 360,000 active; note: potency is the fitted concentration of half-maximal effect; % is set by controls: 0 for no effect and ±100 for the full control effect; nearly all actives have a fitted effect of over 55% in size
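Kinetic fluorescence helicase assay: unwinding of a quenched forked DNA duplex (100 nM final) with 2 mM ATP final raises red fluorescence (525/598 nm). Compounds sat 15 min at room temperature with 20 nM WRN beforehand.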
PI5P4K alpha inh – inhibitors of human PI5P4K alpha. P48426. PI5P4Kalpha enzyme, ADP-Glo luminescence, 60 min; stronger effect = lower value. max response, %. 1.2% of 330,000 active. AID 652105; active = max response of -50% or lower; inconclusive = between -30% and -50%; inactive = -30% or higher; note: value at the top dose of about 77 µM; % is set by controls: 0 for no effect and ±100 for the full control effect
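Quantitative HTS of the MLSMR library against PI5P4Kalpha with substrate. ATP added last at 5 microM final; room temperature, 60 minutes. Remaining ATP depleted, ADP converted and read as luminescence.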
D3 ag – D3 dopamine receptor (human) agonism. D3R DiscoveRx beta-arrestin cells, luminescence, 90 min. max activation, %. P35462. 0.58% of 410,000 active; in the data active = max activation above about 30%; note: 0% is about no effect; mostly tested at two doses, the higher about 12 µM
Target sequence (P35462 whole entry, looked up): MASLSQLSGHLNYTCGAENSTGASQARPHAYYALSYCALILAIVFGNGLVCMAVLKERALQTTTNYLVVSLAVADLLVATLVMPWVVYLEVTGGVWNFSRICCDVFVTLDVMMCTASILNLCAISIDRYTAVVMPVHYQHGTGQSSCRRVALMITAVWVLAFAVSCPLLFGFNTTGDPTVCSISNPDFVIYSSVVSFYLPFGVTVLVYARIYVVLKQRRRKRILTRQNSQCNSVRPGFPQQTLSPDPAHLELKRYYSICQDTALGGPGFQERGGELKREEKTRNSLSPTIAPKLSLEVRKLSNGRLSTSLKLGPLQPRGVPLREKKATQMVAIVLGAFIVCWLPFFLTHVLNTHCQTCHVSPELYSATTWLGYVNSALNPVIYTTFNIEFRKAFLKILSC
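Agonist mode: compounds and dopamine controls were applied to plated cells for 90 min at 37 degrees C after an overnight attachment at 1500 cells/well. Luminescent read-out followed 30 - 60 minutes at room temperature with DiscoveRx detection reagent.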
GLP1R cytotox – cytotoxicity in counter-screen for GLP-1R inverse agonists; HEK293 cAMP-luciferase reporter cells, luminescence, 24 h; Potency, µM (titrated, usually from 38.3 µM), for inactives: top-dose activity change, negative = inhibition, hits mostly inhibitors; 0.13% of 410,000 active;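 note: loss of luciferase light is scored as toxicity; potency is the fitted concentration of half-maximal effect; % is set by controls: 0 for no effect and ±100 for the full control effect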
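MLSMR compounds, 24 hr on cells at 37 deg C/5% CO2; luminescence after luciferase reagent (12 min RT). Inhibition counted as the undesired cytotoxic outcome.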
DRD3 antagonist – blocks the human D3 dopamine receptor; P35462; D3R cells, DiscoveRx beta-arrestin luminescence, antagonist mode; stronger effect = lower value; max response, negative = inhibition, %; 2.5% of 360,000 active; AID 652054; in the data active = max response below about -50%; inconclusive = no clear call, values can overlap the other calls; note: % is set by controls: 0 for no effect and ±100 for the full control effect; mostly tested at two doses, the higher about 12 µM
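Cells expressing the human receptor were seeded at 1500 cells/well, incubated overnight at 37 degrees C in 5% CO2, then exposed to library compounds with dopamine controls for 90 minutes at 37 degrees C before luminescent detection.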
GLP-1R agonist – agonists of human GLP-1 receptor; P43220; HEK293 GLP-1R CRE-luciferase, luminescence, 4-6 h; cells express a hypersensitive GLP-1R form; Potency, µM (doses to about 45.6 µM), for inactives: at the top dose activation, actives largely listed as activators; 0.007% of 380,000 active; note: potency is the fitted concentration of half-maximal effect; % of control where 0% means no effect
IL2 activator – activators of IL-2 | IL-2 activation reporter assay, cell-based qHTS; stimulated with anti-CD3/CD4/CD28 beads; in transgenic mouse T cells | activation, % (series mostly up to about 46 µM) | 0.065% of 360,000 active; in the data active = activation above about 50%; inconclusive = mostly about 30% to 49%; note: 0% is about no effect
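Quantitative HTS in unstimulated transgenic mouse T cells, with memory T cells as non-tolerant control and PMA/ionomycin as tolerance-bypass control. Compound pretreatment lasted 60 minutes before 18 h bead stimulation; EGFP/DsRed fluorescence read.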
PLK1 PBD inh – inhibitors of human PLK1 polo-box domain binding; P53350; AID 720504; Plk1 PBD binding of FITC phosphopeptide, fluorescence polarization; 2.8% of 360,000 active; Potency, µM, inactives show max response, negative = inhibition, actives largely listed as inhibitors; note: potency is the fitted concentration of half-maximal effect; series mostly up to about 57 µM; % is set by controls: 0 for no effect and ±100 for the full control effect; nearly all actives have a fitted effect of over 65% in size
* hit, by the source's call; & = joins results of further samples; [ ] = another dose, or the depositor's remark. Unless noted, calls come from the whole dose curve; as a rule, active = well fitted curve in the direction sought with a large enough effect; inconclusive = small, poorly fitted or top-dose-only effect, or another doubt; inactive = no such curve, though single readings can be large; an effect the other way counts as inactive or inconclusive.

What do the screens show for `COc1cc2[nH]c(=O)n(-c3ccccc3)c(=O)c2cc1OC`?
GLP-1R inv ag: 42%[activator]; WRN helicase inh: -8%; PI5P4K alpha inh: 1; D3 ag: 2; GLP1R cytotox: 16%; DRD3 antagonist: 20; GLP-1R agonist: -5%; IL2 activator: 0.6; PLK1 PBD inh: -14%

How did CCCCn1c(O)c(C(C)=NCCCN(CC)CC)c(=O)[nH]c1=O do in these assays?
GLP-1R inv ag: 0%; WRN helicase inh: 3%; PI5P4K alpha inh: -1; D3 ag: -3; GLP1R cytotox: 0%; DRD3 antagonist: inconclusive; GLP-1R agonist: -6%; IL2 activator: -2.9; PLK1 PBD inh: -9%

What do the screens show for `COC(=O)C1=C(c2cccc(OC)c2OC)C[C@@H]2CC[C@H]1N2C(=O)NCc1ccccc1`?
GLP-1R inv ag: 5%; WRN helicase inh: 3%; PI5P4K alpha inh: 1; D3 ag: -30; GLP1R cytotox: 6%; DRD3 antagonist: -3; GLP-1R agonist: 3%; IL2 activator: -3.3; PLK1 PBD inh: -18%

What do the screens show for `O=C(Nc1nnc(-c2ccccc2)o1)c1cccc(S(=O)(=O)N2CCOCC2)c1`?
GLP-1R inv ag: -5%; WRN helicase inh: -23%; PI5P4K alpha inh: 0; D3 ag: 6; GLP1R cytotox: 10µM*; DRD3 antagonist: -5; GLP-1R agonist: -8%; IL2 activator: -1.4; PLK1 PBD inh: 2%

How did CN1CCN(/N=C/c2c(O)n(C)c(=O)n(C)c2=O)CC1 do in these assays?
GLP-1R inv ag: 10%; WRN helicase inh: -3%; PI5P4K alpha inh: -7; D3 ag: 5; GLP1R cytotox: -1%; DRD3 antagonist: 13; GLP-1R agonist: 0%; IL2 activator: 0.4; PLK1 PBD inh: -5%

What do the screens show for `CCN1CCN(c2nc3ccccc3s2)CC1`?
GLP-1R inv ag: inconclusive; WRN helicase inh: 1%; D3 ag: -50; GLP1R cytotox: -13%; DRD3 antagonist: -21; GLP-1R agonist: -7%; IL2 activator: -0.5; PLK1 PBD inh: -4%

What do the screens show for `CCCNc1nc(-c2cc(C(=O)Nc3ccccc3)on2)cc(C(C)C)n1`?
GLP-1R inv ag: inconclusive; WRN helicase inh: 4%; PI5P4K alpha inh: -2; D3 ag: 7; GLP1R cytotox: -5%; DRD3 antagonist: 4; GLP-1R agonist: -3%; IL2 activator: -0.4; PLK1 PBD inh: -10%

Results for CCN(CC)C(=O)c1ccc(NC(=O)c2cccc(F)c2)cc1 ?
GLP-1R inv ag: 0%; WRN helicase inh: 2%; PI5P4K alpha inh: -7; D3 ag: 0; GLP1R cytotox: 2%; DRD3 antagonist: -18; GLP-1R agonist: 3%; IL2 activator: 1.7; PLK1 PBD inh: 0%

How did CCc1c(C)nc(N)nc1N1N=C1SC(C(C)=O)C(C)=O do in these assays?
GLP-1R inv ag: -3%; WRN helicase inh: -10%; PI5P4K alpha inh: -4; D3 ag: 0; GLP1R cytotox: -17%; DRD3 antagonist: 1; GLP-1R agonist: -1%; IL2 activator: -3.4; PLK1 PBD inh: -22%

What do the screens show for `Cc1nn(Cc2ccccc2)c(C)c1C(=O)NCc1ccccc1F`?
GLP-1R inv ag: -9%; WRN helicase inh: 1%; PI5P4K alpha inh: -8; D3 ag: -13; GLP1R cytotox: 16%; DRD3 antagonist: -20; GLP-1R agonist: 4%; IL2 activator: -3.8; PLK1 PBD inh: -6%

How did O=C(c1ccc(COc2ccc(Br)cc2)o1)N1N=C(C(F)F)CC1(O)C(F)F (centres undefined) do in these assays?
GLP-1R inv ag: inconclusive; WRN helicase inh: -16%; PI5P4K alpha inh: 16; D3 ag: 2; GLP1R cytotox: inconclusive; DRD3 antagonist: 0; GLP-1R agonist: 4%; IL2 activator: -0.6; PLK1 PBD inh: -4%

Results for O=[N+]([O-])c1ccc(C2[C@H]3C(c4ccccc4)=NC4(CCCC4)N23)cc1 (some centres undefined) ?
GLP-1R inv ag: -7%; WRN helicase inh: 0%; PI5P4K alpha inh: 1; D3 ag: 6; GLP1R cytotox: 5%; DRD3 antagonist: -7; GLP-1R agonist: -5%; IL2 activator: 0.1; PLK1 PBD inh: -5%

Continued (2 carried over from the part before).
How did O=C(c1ccc(COc2ccc(Br)cc2)o1)N1N=C(C(F)F)CC1(O)C(F)F (centres undefined) do in these assays?
GLP-1R inv ag: inconclusive; WRN helicase inh: -16%; PI5P4K alpha inh: 16; D3 ag: 2; GLP1R cytotox: inconclusive; DRD3 antagonist: 0; GLP-1R agonist: 4%; IL2 activator: -0.6; PLK1 PBD inh: -4%

Results for O=[N+]([O-])c1ccc(C2[C@H]3C(c4ccccc4)=NC4(CCCC4)N23)cc1 (some centres undefined) ?
GLP-1R inv ag: -7%; WRN helicase inh: 0%; PI5P4K alpha inh: 1; D3 ag: 6; GLP1R cytotox: 5%; DRD3 antagonist: -7; GLP-1R agonist: -5%; IL2 activator: 0.1; PLK1 PBD inh: -5%

How did CC(=NCC1CCCO1)c1c(O)n(C2CCCCC2)c(=O)[nH]c1=O (centres undefined) do in these assays?
GLP-1R inv ag: 9%; WRN helicase inh: -4%; PI5P4K alpha inh: 4; D3 ag: 7; GLP1R cytotox: -15%; DRD3 antagonist: -2; GLP-1R agonist: 16%; IL2 activator: 2.2; PLK1 PBD inh: -7%

What do the screens show for `CCCC(=O)Nc1cc(C(=O)N2CCC3(CC2)OCCO3)ccc1S(=O)(=O)c1ccc(C)cc1`?
GLP-1R inv ag: -1%; WRN helicase inh: -3%; D3 ag: 3; GLP1R cytotox: -6%; DRD3 antagonist: 15; GLP-1R agonist: -10%; IL2 activator: 4.7; PLK1 PBD inh: -10%

How did Nc1ccc(CCN2CCN(c3cccc(C(F)(F)F)c3)CC2)cc1 do in these assays?
GLP-1R inv ag: inconclusive; WRN helicase inh: 3%; PI5P4K alpha inh: 4; D3 ag: -64; GLP1R cytotox: -5%; DRD3 antagonist: -109*; GLP-1R agonist: 11%; IL2 activator: 0.4; PLK1 PBD inh: -26%

What do the screens show for `COc1cc(/C=N/n2cnnc2)ccc1OC(=O)N(C)C`?
GLP-1R inv ag: 0%; WRN helicase inh: 4%; D3 ag: 1; GLP1R cytotox: -7%; DRD3 antagonist: 1; GLP-1R agonist: 1%; IL2 activator: -2.1; PLK1 PBD inh: -7%

Results for CCOC(=O)[C@]12Cc3ccccc3[C@H]1N(C(C)C)C(=O)c1ccccc12 ?
GLP-1R inv ag: inconclusive; WRN helicase inh: 4%; PI5P4K alpha inh: -1; D3 ag: -10; GLP1R cytotox: -12%; DRD3 antagonist: inconclusive; GLP-1R agonist: -27%; IL2 activator: -1.2; PLK1 PBD inh: inconclusive

What do the screens show for `CCCN(CC1CC1)CC(O)c1ccccc1` (centres undefined)?
GLP-1R inv ag: 5%; WRN helicase inh: -8%; PI5P4K alpha inh: -4; D3 ag: -14; GLP1R cytotox: 2%; DRD3 antagonist: 5; GLP-1R agonist: 3%; IL2 activator: -2.3; PLK1 PBD inh: 4%

What do the screens show for `CC(C)OCCCNC(=O)c1c(N)n(CC2CCCO2)c2nc3ccccc3nc12` (centres undefined)?
GLP-1R inv ag: -1%; WRN helicase inh: -21%[57.1 µM]; D3 ag: 0; DRD3 antagonist: 16; GLP-1R agonist: 21%; IL2 activator: -1.5; PLK1 PBD inh: -8%

Results for C=CCc1c(C)[nH]c(=S)c(C#N)c1C ?
GLP-1R inv ag: 6%; WRN helicase inh: -16%; PI5P4K alpha inh: inconclusive; D3 ag: 2; GLP1R cytotox: 14%; DRD3 antagonist: 41; GLP-1R agonist: -3%; IL2 activator: -3.2; PLK1 PBD inh: 24µM*

What do the screens show for `Cc1ccc(-c2nn3c(C)nnc3c3ccccc23)cc1S(=O)(=O)NCCO`?
GLP-1R inv ag: 100%&58%[activator]; WRN helicase inh: -6%; PI5P4K alpha inh: 9; D3 ag: 1&-9; GLP1R cytotox: -2%&0%; DRD3 antagonist: 8; GLP-1R agonist: 15%; IL2 activator: 0.4; PLK1 PBD inh: -10%

Results for COc1cccc(C(=O)N/N=C(/c2ccccc2)c2ccccn2)c1 ?
GLP-1R inv ag: 7.9µM*; WRN helicase inh: -1%; PI5P4K alpha inh: -2; D3 ag: -4; GLP1R cytotox: inconclusive; DRD3 antagonist: -30; GLP-1R agonist: -7%; IL2 activator: -2.8; PLK1 PBD inh: -1%

Results for C=Cc1ccc(Cn2c(C(=O)O)c(C=O)c3ccccc32)cc1 ?
GLP-1R inv ag: -31%; WRN helicase inh: -13%; PI5P4K alpha inh: -5; D3 ag: -1; GLP1R cytotox: -1%; DRD3 antagonist: -13; GLP-1R agonist: -2%; IL2 activator: 1.8; PLK1 PBD inh: -13%

Results for O=C1C=CC(=O)C2C1C1(Cl)C(Cl)=C(Cl)C2(Cl)C1(Cl)Cl (centres undefined) ?
GLP-1R inv ag: 3.2µM*; WRN helicase inh: -8%; PI5P4K alpha inh: 36; D3 ag: -1; GLP1R cytotox: inconclusive; DRD3 antagonist: 6; GLP-1R agonist: -3%; IL2 activator: 0.2; PLK1 PBD inh: 5%

Results for CCCCNC(=O)NC(C(N)=O)P(=O)(OCC)OCC (centres undefined) ?
GLP-1R inv ag: 12%; WRN helicase inh: 0%; PI5P4K alpha inh: 4; D3 ag: 0; GLP1R cytotox: 6%; DRD3 antagonist: 4; GLP-1R agonist: 0%; IL2 activator: 0.3; PLK1 PBD inh: 2%

What do the screens show for `CCN(CC)c1ccc(CN(C)CCc2ccc(OC)c(OC)c2)cc1`?
GLP-1R inv ag: 0%; WRN helicase inh: -1%; D3 ag: -23; GLP1R cytotox: -37%; DRD3 antagonist: inconclusive; GLP-1R agonist: -2%; IL2 activator: -3.3; PLK1 PBD inh: -5%

What do the screens show for `O=C1C2CCCN2C(c2cccnc2)N1c1nccs1` (centres undefined)?
GLP-1R inv ag: 4%; WRN helicase inh: -29%; PI5P4K alpha inh: 0; D3 ag: 0; GLP1R cytotox: -4%; DRD3 antagonist: -25; GLP-1R agonist: -8%; IL2 activator: 1.1; PLK1 PBD inh: -9%

What do the screens show for `O=c1[nH]c2ccccc2n1C1CCN(C(c2ccnc3ccccc23)c2nnnn2Cc2ccccc2)CC1` (centres undefined)?
GLP-1R inv ag: inconclusive; WRN helicase inh: -6%; PI5P4K alpha inh: -3; D3 ag: -1; GLP1R cytotox: -17%; DRD3 antagonist: 10; GLP-1R agonist: -5%; IL2 activator: -0.5; PLK1 PBD inh: 3%

Only part of the results is shown; rates above refer to the full screens.
